Assay outcomes (PubChem)
S1P3 ag: activates the human S1P3 receptor | AID 373 | 0.1% of 60,000 active | activation, % at 4.5 µM | S1P3 NFAT-BLA reporter cells, agonism, FRET ratio; relative to 1 µM S1P, basal subtracted;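 active means activation above the screen-wide mean plus 3 SD, cut at about 4.5% in these data, passing the limit was not always enough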; further: some compounds called inactive have numbers as strong as hits
Target sequence (Q99500 whole entry, looked up): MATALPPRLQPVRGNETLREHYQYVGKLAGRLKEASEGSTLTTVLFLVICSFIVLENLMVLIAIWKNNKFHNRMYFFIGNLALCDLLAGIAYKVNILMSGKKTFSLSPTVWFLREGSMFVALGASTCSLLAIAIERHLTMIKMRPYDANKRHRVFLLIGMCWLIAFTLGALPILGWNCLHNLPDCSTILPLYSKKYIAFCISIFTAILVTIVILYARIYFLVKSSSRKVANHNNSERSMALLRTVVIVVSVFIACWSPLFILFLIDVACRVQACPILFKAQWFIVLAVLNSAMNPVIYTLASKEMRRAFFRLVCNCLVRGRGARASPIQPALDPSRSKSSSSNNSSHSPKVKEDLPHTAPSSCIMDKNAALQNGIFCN
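Assay system: CHO cells stably expressing human S1P3, Gα16 and NFAT-β-lactamase reporter. Timing: overnight plating, 4 h compound 37 °C, 2 h substrate RT. Signal: β-lactamase FRET emission ratio 460/535 nm. Measure: percent activation versus median 1 µM S1P response, basal-subtracted, per plate. Repeats: primary screen single test, confirmation screen in triplicate.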
5HT1E ag: activates the human 5-HT1E serotonin receptor; P28566; CHO 5-HT1E Ga15 NFAT-bla reporter, FRET; 0% DMSO wells, 100% control agonist wells; 0.69% of 65,000 active; activation, % at 6 µM;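 active means activation above a set limit, the screen-wide mean activation plus 3 SD, cut at about 8.5% in these data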;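 further: 100% = positive control agonist at 1 µM giving full maximal response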
Ecoli tolC: E. coli tolC mutant growth inhibition; E. coli BW25113 tolC mutant growth, OD615; growth inhibition, % at 10 µM (by protocol); 2.2% of 65,000 active; AID 573;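 active means growth inhibition at or above a cutoff equal to the mean over every tested compound plus 3 SD, cut at about 60% in these data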;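 further: growth measured after 20 h incubation at 37 °C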
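Material: E. coli BW25113 ΔtolC::kan, tolC deletion mutant strain. Measure: percent growth inhibition. Schedule: 37 °C, 20 h exposure. Doses: single-point testing at 10 µM. Signal: A615 absorbance measurement. Buffer or medium: kanamycin-containing LB broth (50 µg/mL).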
AP complement: orthogonal test for alternative complement pathway inhibitors | Human serum alternative complement pathway, LPS-coated ELISA, C3 deposition; tested in compound mixtures | 0.08% of 62,000 active | inhibition, % at 5 µM;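 active means inhibition above 30% in each of the two pooled mixtures holding the compound, so the lower value exceeds 30%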;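 further: 0% = serum in Mg-EGTA without compound and 100% = EDTA serum blank; some compounds past the cut are filed as inactive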
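Test system: human serum complement alternative pathway, C3 deposition onto LPS / Medium: Mg2+-EGTA GVB++ buffer containing human serum at 1:15 dilution / Probe or stimulus: Plate-bound LPS / Times: 1 h at 37 °C / Signal: ELISA with HRP anti-human C3 antibody, TMB substrate, absorbance 450 nm / Measure: percent inhibition / Repeats: two pool placements per compound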
SF1 activator: activates the human nuclear receptor SF-1. CHO-K1 Gal4-SF-1 LBD luciferase reporter; % increase over DMSO SF-1-specific signal. 1.9% of 65,000 active. activation, % at 10 µM. AID 522;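 active means activation above the mean activation of all tested compounds plus 3 SD, cut at about 50% in these data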
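Assay system – CHO-K1 cells with Gal4–hSF-1 LBD chimera plus Gal4-driven luciferase · Quantity – 4,000 cells per well · Times – compound added 1 h post-seeding, 20 h exposure at 37 °C, 5% CO2 · Measured by – luciferase light emission · Benchmarks – DMSO and mock-transfected background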
RORA act: activates the human nuclear receptor RORA; P35398; CHO-K1 Gal4-RORA LBD luciferase reporter, luminescence; percent increase over mock-subtracted basal signal; activation, % at 10 µM; 1.5% of 65,000 active; AID 560;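 active means activation above the mean of all tested compounds plus 3 SD, cut at about 49% in these data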;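 further: 0% = DMSO-treated RORA cells and 100% = added signal equal to DMSO minus mock-transfected cells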
S1P1 ag pot: S1P1 (human) agonism or agonism potentiation | P21453 | S1P1 CRE-bla cells, forskolin, beta-lactamase FRET, potentiator mode; S1P1 agonist co-added at EC20, 2 nM; 100% = saturating reference agonist, 0% = basal | activation, % at 9.5 µM | 0.57% of 56,000 active | AID 449;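 active means activation above a cutoff set at the mean activation of all tested compounds plus 3 SD, cut at about 54% in these data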;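 further: forskolin at 4 µM as EC80 and the EC20 agonist is SEW2871; 100% = SEW2871 at its EC100 plus forskolin at EC80; some compounds past the cut are filed as inactive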
Target sequence (P21453 whole entry, looked up): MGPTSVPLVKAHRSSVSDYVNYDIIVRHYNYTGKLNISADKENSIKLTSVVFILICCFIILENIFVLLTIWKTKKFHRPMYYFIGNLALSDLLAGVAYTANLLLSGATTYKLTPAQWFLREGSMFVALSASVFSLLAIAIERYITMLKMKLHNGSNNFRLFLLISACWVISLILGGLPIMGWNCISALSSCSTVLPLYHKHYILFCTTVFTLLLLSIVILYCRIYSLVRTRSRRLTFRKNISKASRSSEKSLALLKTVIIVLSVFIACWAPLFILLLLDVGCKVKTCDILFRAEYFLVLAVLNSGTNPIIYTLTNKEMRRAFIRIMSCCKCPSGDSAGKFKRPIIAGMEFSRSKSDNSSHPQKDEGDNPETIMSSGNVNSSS
HTR1E antagonist: blocks the human 5-HT1E serotonin receptor. CHO 5-HT1E Ga15 NFAT-bla reporter, FRET, antagonist. inhibition, % at 6 µM. 0.99% of 65,000 active;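 active means inhibition above a set limit, the mean inhibition across every tested compound plus 3 SD, cut at about 29% in these data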;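 further: signal is the 460 over 535 nm emission ratio of beta-lactamase substrate; 0% = agonist plus DMSO wells and 100% = wells without agonist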
5-HT1A blocker: 5-HT1a (human) receptor antagonism | CHO 5-HT1a Ga15 NFAT-bla reporter, antagonist mode | inhibition, % at 10 µM | 0.68% of 62,000 active | AID 612;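 active means inhibition above the mean of all tested compounds plus 3 SD, cut at about 43% in these data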;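 further: receptor stimulated by 5-CT agonist at 100 nM near EC80; beta-lactamase reporter measured by ratiometric fluorescence of a cleavable substrate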
An asterisk follows results filed as active; · = not tested or not shown.

No. | SMILES | 5-HT1A blocker | S1P1 ag pot | 5HT1E ag | RORA act | AP complement
1 | COc1ccc(Cl)cc1S(=O)(=O)NCc1cccs1 | -7 | -15 | -0.7 | -2 | 17
2 | Cc1sc2nc(SCC(=O)NCc3ccco3)n(-c3ccccc3)c(=O)c2c1C | -3 | 2 | 0.8 | 3 | -20
3 | CC(C)c1cc(C(F)(F)F)n2nc(C(=O)Nc3ccc4c(c3)OCO4)cc2n1 | 13 | 102* | 0.3 | 14 | -7
4 | c1ccc(CSCc2cn3ccsc3n2)cc1 | -3 | 4 | -0.3 | 58* | -10
5 | CCSc1nnc(NC(=O)C(CC)(C(F)(F)F)C(F)(F)F)s1 | · | 2 | -0.1 | -12 | -13
6 | CC(=O)c1ccc(NS(=O)(=O)c2cccc(C)c2)cc1 | 0 | · | -0.1 | 24 | -1
7 | O=C(COc1ccccc1Br)NCc1ccco1 | -3 | -26 | -1.4 | 15 | 17
8 | CCN1CCCC1CNS(=O)(=O)c1cc(Br)cc2c1N(C(=O)C1CC1)CC2 (centres undefined) | 4 | · | -0.6 | 2 | 3
9 | O=C(O)CN1C(=O)c2cccc(Oc3ccc(Cl)cc3)c2C1=O | -4 | · | 0.9 | -1 | 20
10 | Fc1ccc2nc(N3CCCCC3)sc2c1 | -6 | -24 | 0.3 | 15 | 5

No. | Ecoli tolC | SF1 activator | HTR1E antagonist | S1P3 ag
1 | 8 | -12 | -3 | -0.8
2 | -7 | -22 | -4 | -0.7
3 | 7 | 39 | 24 | 0.3
4 | 10 | 54* | -11 | -0.9
5 | 0 | -10 | -8 | -2.0
6 | 0 | 33 | -1 | ·
7 | -1 | 18 | 13 | -0.2
8 | 3 | -2 | 6 | ·
9 | 5 | -13 | 1 | 0.3
10 | -25 | 43 | 2 | -1.9

Along the list, from the results shown:
S1P3 ag for nos. 4 to 10: -0.9, -2.0, ·, -0.2, ·, 0.3, -1.9
AP complement for nos. 4 to 10: -10, -13, -1, 17, 3, 20, 5
RORA act for nos. 4 to 10: 58*, -12, 24, 15, 2, -1, 15

4 compounds already listed, ordered by the value under S1P1 ag pot, ascending:
| nr | SMILES | 5-HT1A blocker | S1P1 ag pot | 5HT1E ag | AP complement | HTR1E antagonist | S1P3 ag |
| --- | --- | --- | --- | --- | --- | --- | --- |
| 7 | O=C(COc1ccccc1Br)NCc1ccco1 | -3 | -26 | -1.4 | 17 | 13 | -0.2 |
| 10 | Fc1ccc2nc(N3CCCCC3)sc2c1 | -6 | -24 | 0.3 | 5 | 2 | -1.9 |
| 1 | COc1ccc(Cl)cc1S(=O)(=O)NCc1cccs1 | -7 | -15 | -0.7 | 17 | -3 | -0.8 |
| 4 | c1ccc(CSCc2cn3ccsc3n2)cc1 | -3 | 4 | -0.3 | -10 | -11 | -0.9 |

Further structures follow.
No. | SMILES | 5-HT1A blocker | S1P1 ag pot | 5HT1E ag | RORA act | AP complement
11 | CCOC(=O)c1[nH]c(C)c(/C(O)=C2\C(=O)C(=O)N(CCCn3ccnc3)C2c2ccncc2)c1C (centres undefined) | 7 | -12 | -1.1 | 10 | 8
12 | CN(CCCn1c(=S)[nH]c2ncccc2c1=O)Cc1ccccc1 | 10 | 13 | -0.9 | -25 | -5
13 | COc1cc2c(cc1OC)C(C)N(C(=O)CCN1C(=O)C3C4C=CC(C4)C3C1=O)CC2 (centres undefined) | 3 | -21 | 0.2 | -3 | 17
14 | CCCN1C2=NCCN2c2cc(C)c(C)cc21 | 12 | -24 | 0.0 | -9 | 9
15 | CCS(=O)(=O)N1CCCC(C(=O)NCc2ccc3c(c2)OCO3)C1 (centres undefined) | -6 | -10 | 0.2 | -13 | 15
16 | O=C(NC1CCCC1)C(c1cccs1)N(C(=O)c1ccco1)c1ccc2c(c1)OCCO2 (centres undefined) | 15 | 1 | -0.6 | -3 | 7
17 | Cc1cc(=O)oc2c(C)c(OCC(=O)N(C)C)ccc12 | -2 | 8 | -1.0 | 4 | 6
18 | CCOC(=O)COc1ccc(CCNC(C)=O)cc1 | -1 | -33 | -0.1 | -6 | 14
19 | CCn1c(COc2ccc(Cl)cc2)nnc1SCC(=O)Nc1ccc2c(c1)OCO2 | -1 | 15 | 0.0 | 2 | 7
20 | O=C(C1CC1)N1CCc2cc(S(=O)(=O)NCC3COc4ccccc4O3)ccc21 (centres undefined) | 14 | 61 | 2.9 | -3 | 7

No. | Ecoli tolC | SF1 activator | HTR1E antagonist | S1P3 ag
11 | -23 | -1 | -4 | -0.4
12 | -7 | 9 | -10 | -0.4
13 | -9 | 6 | 2 | -0.9
14 | -3 | 15 | 5 | -0.1
15 | -19 | 9 | -4 | -0.1
16 | 21 | 10 | 6 | 5.8
17 | -11 | 0 | -13 | 0.0
18 | -12 | -7 | -3 | -0.5
19 | 0 | -1 | 4 | -1.2
20 | 16 | 3 | -1 | -1.0

Other results follow.
No. | SMILES | 5-HT1A blocker | S1P1 ag pot | 5HT1E ag | RORA act | AP complement
21 | Cc1nc2c(C)cccn2c1/C(O)=C1\C(=O)C(=O)N(CCN(C)C)C1c1ccncc1 (centres undefined) | -1 | -10 | 0.9 | -2 | 2
22 | CC(C)n1c(C(O)c2ccc3c(c2)OCO3)nc2ccccc21 (centres undefined) | 12 | -5 | -0.2 | -4 | 2
23 | Clc1ccc2[nH]c3c(c2c1)CCc1cn[nH]c1-3 | 19 | 38 | -0.1 | 33 | 8
24 | COc1ccc(CCNC(=O)c2ccc(=O)[nH]n2)cc1OC | · | 8 | -0.6 | -16 | ·
25 | C=CCn1c(Oc2cc(C)ccc2C)nc2c1c(=O)n(C)c(=O)n2C | 16 | 3 | 0.2 | 1 | 19
26 | CCOC(=O)C1=C(Nc2ccccc2)OCC1=O | -11 | 9 | -0.3 | 16 | -4
27 | O=C(CSc1ncnc2c1oc1ccccc12)Nc1cccc(F)c1 | 4 | -18 | 0.4 | -1 | 7
28 | CC(C)(C)c1cc(C(c2cccnc2)N2CCN(CCO)CC2)cc(C(C)(C)C)c1O (centres undefined) | 32 | 29 | -0.1 | 13 | -9

No. | Ecoli tolC | SF1 activator | HTR1E antagonist | S1P3 ag
21 | -26 | -5 | 3 | -0.1
22 | 18 | 2 | 2 | -1.7
23 | 100* | 16 | 1 | -1.0
24 | 17 | 7 | -4 | -4.9
25 | 33 | -1 | 2 | -1.0
26 | 2 | -2 | 4 | -0.7
27 | 20 | 6 | 20 | -1.2
28 | 7 | -34 | 4 | -0.3

Marked active in S1P1 ag pot, among the entries above:
nr	molecule	5-HT1A blocker	S1P1 ag pot	5HT1E ag	AP complement	HTR1E antagonist	S1P3 ag
3	CC(C)c1cc(C(F)(F)F)n2nc(C(=O)Nc3ccc4c(c3)OCO4)cc2n1	13	102*	0.3	-7	24	0.3

4 compounds from above, reduced to Ecoli tolC:
| nr | Compound | Ecoli tolC |
| --- | --- | --- |
| 21 | Cc1nc2c(C)cccn2c1/C(O)=C1\C(=O)C(=O)N(CCN(C)C)C1c1ccncc1 (centres undefined) | -26 |
| 28 | CC(C)(C)c1cc(C(c2cccnc2)N2CCN(CCO)CC2)cc(C(C)(C)C)c1O (centres undefined) | 7 |
| 26 | CCOC(=O)C1=C(Nc2ccccc2)OCC1=O | 2 |
| 22 | CC(C)n1c(C(O)c2ccc3c(c2)OCO3)nc2ccccc21 (centres undefined) | 18 |
